MIN6 prolif: inducers of MIN6 beta-cell proliferation, primary screen, ATP luminescence, uHTS. actives 0.29% (n = 330,000). AID 2380, 2010. MIN6 cells proliferation, ATPlite luminescence, 48 h; cells starved in 0.2% serum; 100% = growth in 10% serum. proliferation, % at 10 µM;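 active = compounds whose signal lies at least 3.5 SD above the mean of all wells on their plate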;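 also: 0% = DMSO-treated cells in low-serum medium and 100% = 10% serum control; some compounds called inactive have numbers as strong as hits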
MPTP block: mitochondrial permeability transition pore inhibitors, primary screen, biochemical, isolated mouse mitochondria, absorbance. actives 1.4% (n = 360,000). AID 602449, 2012. Ca2+ swelling absorbance, 30 min. inhibition, % at 10 µM;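 active = inhibition of 50% or more, scaled per plate between neutral and stimulator controls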;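 also: 0% = DMSO wells given calcium and 100% = 1 mM EGTA wells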
hIAP block: human IAP inhibitors, primary screen, biochemical, luminescence, uHTS. purified IAP, CDP-Star luminescence, 30 min. inhibition, % at 10 µM. actives 0.12% (n = 330,000);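 active = inhibition reaching a set limit with compound at 10 µM in the primary screen, cut at about 35% in these data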;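 also: plate controls were DMSO wells with enzyme for no effect and no-enzyme buffer wells for full effect; values of inactives mirror those of a sister screen read the other way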
Target sequence (P09923 whole entry, looked up): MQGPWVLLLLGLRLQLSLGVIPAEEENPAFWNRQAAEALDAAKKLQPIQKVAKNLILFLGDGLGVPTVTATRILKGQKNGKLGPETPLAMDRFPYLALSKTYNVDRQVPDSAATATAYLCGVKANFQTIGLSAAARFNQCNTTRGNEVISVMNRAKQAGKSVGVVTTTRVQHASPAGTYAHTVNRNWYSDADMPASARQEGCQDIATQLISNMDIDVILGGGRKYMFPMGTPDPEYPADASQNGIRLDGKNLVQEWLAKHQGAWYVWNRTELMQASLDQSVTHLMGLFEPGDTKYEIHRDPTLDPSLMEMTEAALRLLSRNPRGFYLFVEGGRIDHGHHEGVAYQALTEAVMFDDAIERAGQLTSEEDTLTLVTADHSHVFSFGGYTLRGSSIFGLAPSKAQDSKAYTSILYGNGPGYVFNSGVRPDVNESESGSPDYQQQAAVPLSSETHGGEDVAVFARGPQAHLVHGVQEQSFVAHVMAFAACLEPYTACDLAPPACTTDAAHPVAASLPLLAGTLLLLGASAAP
GRIN3A LBD mod: binders of NR3A ligand-binding domain, primary screen, biophysical, differential scanning fluorimetry, uHTS | Tm shift relative to glycine control, % at 25 µM | Glutamate receptor ionotropic, NMDA 3A (GRIN3A) ligand-binding domain | NR3A LBD differential scanning fluorimetry, Tm shift; 0% = protein alone, 100% = glycine-bound protein | AID 1259313, 2017 | actives 2.5% (n = 340,000);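 active = melting temperature shift of at least 10% of the positive control shift, at one fixed dose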
A3G deaminase: APOBEC3G DNA deaminase inhibitors, primary screen, biochemical, fluorescence, single-stranded DNA substrate, uHTS; AID 493012, 2011; actives 0.28% (n = 330,000); inhibition, % at 20 µM; DNA dC->dU-editing enzyme APOBEC-3G (Homo sapiens), Q9HC16; recombinant A3G, ssDNA deamination FAM/TAMRA fluorescence;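 active = inhibition of at least 40% at 20 µM, with no more than 30% in the related APOBEC3A deaminase screen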;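 also: plate controls were DMSO wells with A3G for no effect and wells lacking A3G enzyme for full effect; some compounds called inactive have numbers as strong as hits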
mIAP inh: inhibitors of mouse IAP, primary screen, biochemical, luminescence, uHTS. intestinal alkaline phosphatase [Mus musculus]. purified mouse IAP, CDP-Star luminescence, 30 min. inhibition, % at 10 µM. actives 0.2% (n = 330,000). AID 2806, 2010;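 active = inhibition of at least 40% at 10 µM in the primary screen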;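 also: plate controls were DMSO with enzyme for no effect and no enzyme wells for full effect; values of inactives mirror those of a sister screen read the other way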
A3A deaminase: APOBEC3A ssDNA deaminase inhibitors, primary screen, selectivity assay for APOBEC3G inhibitor project, biochemical, FAM/TAMRA oligo cleavage fluorescence. recombinant A3A, FAM/TAMRA ssDNA deamination fluorescence. actives 0.41% (n = 330,000). AID 493011, 2011. inhibition, % at 20 µM. DNA dC->dU-editing enzyme APOBEC-3A (Homo sapiens), P31941;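 active = at least 40% inhibition at 20 µM here, with at most 30% in a related deaminase screen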;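 also: plate controls were A3A with DMSO for no effect and wells lacking A3A enzyme for full effect; some results filed as inactive read as strong as hits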
Target sequence (P31941 whole entry, looked up): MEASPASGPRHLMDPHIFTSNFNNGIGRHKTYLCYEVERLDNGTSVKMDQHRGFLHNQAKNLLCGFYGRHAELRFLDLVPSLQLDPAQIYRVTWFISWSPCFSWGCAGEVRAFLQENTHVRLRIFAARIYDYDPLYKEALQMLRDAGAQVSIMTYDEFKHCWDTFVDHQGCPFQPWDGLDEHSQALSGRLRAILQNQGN
hIAP act: human IAP activators, primary screen, biochemical, luminescence, uHTS; purified human IAP, CDP-Star luminescence, 30 min; stronger effect = higher value; 1 = vehicle-only enzyme, 0 = enzyme-free background; actives 0.16% (n = 330,000); AID 2524, 2010; activation factor at 10 µM;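 active = activation factor of the enzyme at least 2-fold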; also: the source names both 10 and 20 µM as test concentration; values of inactives mirror those of a sister screen read the other way
mIAP activ: activators of mouse IAP, primary screen, biochemical, luminescence, uHTS. intestinal alkaline phosphatase [Mus musculus]. muIAP, CDP-Star luminescence, 30 min; stronger effect = higher value; 1 = vehicle-only enzyme signal, 0 = enzyme-free wells. actives 0.24% (n = 330,000). activation factor at 10 µM;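 active = activation factor of at least 2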; also: the source names both 10 and 20 µM as test concentration; values of inactives mirror those of a sister screen read the other way
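Assay system: mouse IAP enzyme / Compound: DMSO-dissolved test compounds / Timing: 30 min, room temperature / Measured by: luminescence from enzymatic CDP-Star hydrolysis / Control set: DMSO-only wells, enzyme-free buffer wells as negative control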
Numbers without * were called inactive; nt = not tested or not shown.

SMILES	MIN6 prolif	MPTP block	hIAP block	GRIN3A LBD mod	A3G deaminase	mIAP inh	A3A deaminase	hIAP act	mIAP activ
Cc1c(C(=O)NN)nn(-c2ccc(F)cc2)c(=O)c1C#N	0	-0.3	-13	-1	-5	1	-2	1.1	0.99
CN(CC1CCOCC1)C(=O)CC1C(=O)NCCN1Cc1ccc(F)c(F)c1 (stereo not given)	7	1.5	-12	0	-6	-3	-1	1.1	1
Cc1cc(C)c2c(c1)C1C=CCC1C(c1ccc(S(=O)(=O)N3CCOCC3)cc1)N2 (stereo not given)	-4	-2.5	18	-1	0	12	2	0.82	0.88
COc1ccc(N=C2S/C(=C\c3ccc(OC(C)C(=O)O)c(OC)c3)C(=O)N2CCc2c[nH]c3ccccc23)cc1 (stereo not given)	-4	1.0	0	2	-3	17	0	1	0.83
COc1cccc(-c2nn(-c3ccccc3)cc2C(=O)n2nnc3ccccc32)c1	-6	0.3	-3	2	-7	-6	-4	1	1.1
COc1cc(S(=O)(=O)N2CCC(O)(c3cccc(C(F)(F)F)c3)CC2)ccc1-n1cnnn1	-3	1.1	3	nt	12	-3	1	0.97	1
CCCCn1c2c(c(=N)c3c1CCC3)CCC2	-6	-9.7	-16	1	21	7	63*	1.2	0.93
CCCS(=O)(=O)c1nc(S(=O)(=O)c2ccc(C)cc2)c(NCc2ccco2)s1	-2	0.2	-4	2	-11	-7	-4	1	1.1
CC1CN(CCOCCSc2ccc(Cl)cc2)CC(C)O1 (stereo not given)	4	0.4	-8	1	-4	2	-4	1.1	0.98
Cc1ccc(/C=C2\SC(=S)N(CCCC(=O)N3CCOCC3)C2=O)cc1	0	-2.5	25	0	-8	10	-5	0.75	0.9

Record cards (already shown). Order of screens: MIN6 prolif, MPTP block, hIAP block, GRIN3A LBD mod, A3G deaminase, mIAP inh, A3A deaminase, hIAP act, mIAP activ
Record of Cc1c(C(=O)NN)nn(-c2ccc(F)cc2)c(=O)c1C#N → 0, -0.3, -13, -1, -5, 1, -2, 1.1, 0.99
Record of CCCCn1c2c(c(=N)c3c1CCC3)CCC2 → -6, -9.7, -16, 1, 21, 7, 63*, 1.2, 0.93
Record of Cc1ccc(/C=C2\SC(=S)N(CCCC(=O)N3CCOCC3)C2=O)cc1 → 0, -2.5, 25, 0, -8, 10, -5, 0.75, 0.9
Record of COc1cc(S(=O)(=O)N2CCC(O)(c3cccc(C(F)(F)F)c3)CC2)ccc1-n1cnnn1 → -3, 1.1, 3, nt, 12, -3, 1, 0.97, 1
Record of CCCS(=O)(=O)c1nc(S(=O)(=O)c2ccc(C)cc2)c(NCc2ccco2)s1 → -2, 0.2, -4, 2, -11, -7, -4, 1, 1.1

Further structures.
SMILES	MIN6 prolif	MPTP block	hIAP block	GRIN3A LBD mod	A3G deaminase	mIAP inh	A3A deaminase	hIAP act	mIAP activ
CN1CCN(CC(=O)NC2CCCCC2)CC1	-3	-0.7	9	7	-4	3	5	0.91	0.97
COC(=O)CCCC(=O)N1CCCC(N(C)CCc2ccccc2)C1 (stereo not given)	2	0.1	4	-1	-3	-2	0	0.96	1
Cc1nnc(SCC(=O)NNC(=O)c2ccco2)n1-c1cccc(Cl)c1	0	-3.4	-60	1	-2	-8	-6	1.6	1.1
CC(=O)[C@@]1(O)CC[C@H]2[C@@H]3CCC4=CC(=O)CC[C@]4(C)[C@H]3[C@@H](O)C[C@@]21C	-3	1.2	4	2	-6	-1	-3	0.96	1
COc1ccc(CCC(=O)N2c3ccccc3CC2C)cc1 (stereo not given)	1	-0.4	-3	0	-6	4	0	1	0.96
CN(C(=O)CSc1nnc(Cc2ccccc2F)n1N)C1CCCCC1	-1	1.3	-21	0	5	-20	-2	1.2	1.2
COC(=O)COc1ccc(S(=O)(=O)N2CCCCCC2)cc1	-2	-1.0	-9	-2	-6	6	-3	1.1	0.94
O=C(NCCCN1CCOCC1)/C(=C/c1cccnc1)NC(=O)c1ccccc1	-2	-1.4	-7	-1	-4	6	-1	1.1	0.94
CN(Cc1ccncc1)C1CC(=O)N(c2ccc(F)cc2)C1=O (stereo not given)	1	0.3	0	4	-4	2	-1	1	0.98
O=C(CCC(=O)N1CCN(C2CCCC2)CC1)Nc1nnc(C(F)(F)F)s1	-3	-2.1	-6	1	-4	1	-8	1.1	0.99
Cc1ccc(C(=O)COC(=O)c2ccc(O)cc2)cc1	-2	0.9	-2	7	-6	8	-2	1	0.92
CCN(CC)S(=O)(=O)c1ccc(C(=O)N2CCN(c3ncccn3)CC2)cc1	6	-1.0	15	-1	-8	-3	-3	0.85	1
c1coc(-c2nnc3sc(C4CCCCC4)nn23)c1	2	0.1	-25	-2	-3	2	-5	1.2	0.98
Cc1cc(C)c(S(=O)(=O)N(C)c2ccccc2)c(C)c1	-2	0.0	17	-1	-5	13	0	0.83	0.87
CCC1CCCCN1C(=O)CCS(=O)(=O)c1ccc2c(c1)CCN2C(C)=O (stereo not given)	-2	-1.6	5	1	0	-1	2	0.95	1
CCNC(=S)NNC(=O)c1cc(-c2cccc(OC)c2)nc2ccccc12	-1	1.5	-60	-1	-3	2	-1	1.6	0.98
Cc1ccc(NC2CCCN(C(=O)c3ccc(-n4ccnc4)cc3)C2)cc1C (stereo not given)	0	0.6	24	0	6	-5	-2	0.76	1.1
CCOC(=O)c1cnc2c(cnn2C)c1NCCC(O)C(F)(F)F (stereo not given)	2	0.3	4	0	-7	6	-4	0.96	0.94
CCOc1ccc(-c2nn3c(-c4ccc(F)cc4)nnc3s2)cc1	-1	1.4	-20	1	1	11	2	1.2	0.89
CCc1c(O)nc(SCC(=O)Nc2nc3ccccc3s2)n(-c2ccc(C)cc2)c1=O	-3	1.6	0	4	10	18	0	1	0.82

Part of the list above in a different format.
SMILES,MIN6 prolif,MPTP block,hIAP block,GRIN3A LBD mod,A3G deaminase,mIAP inh,A3A deaminase,hIAP act,mIAP activ
Cc1ccc(NC2CCCN(C(=O)c3ccc(-n4ccnc4)cc3)C2)cc1C (stereo not given),0,0.6,24,0,6,-5,-2,0.76,1.1
c1coc(-c2nnc3sc(C4CCCCC4)nn23)c1,2,0.1,-25,-2,-3,2,-5,1.2,0.98

New compounds follow:
SMILES	MIN6 prolif	MPTP block	hIAP block	GRIN3A LBD mod	A3G deaminase	mIAP inh	A3A deaminase	hIAP act	mIAP activ
COc1ccc(C(=O)OCc2c(C)noc2C)cc1	-3	3.0	-13	-1	-6	-2	-2	1.1	1
CC1(c2cccc(Br)c2)NC(=O)N(CC(=O)Nc2ccc3c(c2)OCCO3)C1=O (stereo not given)	-2	0.1	8	3	-5	-18	7	0.92	1.2
COc1ccc2oc3ccc(OC)cc3c(=O)c2c1	-3	2.1	-1	2	-2	8	4	1	0.92
O=C(COC(=O)/C=C/c1cccc([N+](=O)[O-])c1)NCCCN1CCCC1=O	2	0.2	-4	-1	-5	0	3	1	1
c1cncc(-c2nc(N3CCCCCC3)c3ccccc3n2)c1	4	-0.8	-2	-6	-4	0	-1	1	0.99
Cc1cc(-c2ccc(C(C)C)c(S(=O)(=O)N3CCN(c4ccccn4)CC3)c2)on1	-6	-0.8	-8	-1	-4	3	-1	1.1	0.97
O=C(NCc1cccnc1)/C(=C/c1ccccc1)NC(=O)c1ccccc1	2	1.2	-12	0	-8	-18	-8	1.1	1.2
O=C(SCC(O)C(O)CS)c1cccs1 (stereo not given)	-2	-1.1	8	-8	-11	18	-4	0.92	0.82
Cc1sc2ncn(CC(=O)N3CCCCC3)c(=O)c2c1C	5	1.2	-13	-1	-5	0	-4	1.1	0.99
O=C(NC1CCCC1)c1cccc(Oc2ccccc2)c1	2	2.7	8	1	-3	4	-3	0.92	0.96
Cc1ccc(C(=O)N2CCN(c3ccccc3Cl)CC2)cc1[N+](=O)[O-]	0	-1.8	0	-2	-10	7	-1	1	0.93
Cc1ccccc1-n1c2nc(=O)n(C)c(=O)c-2cc2ccccc21	-2	1.7	-13	-1	-3	-3	1	1.1	1
Cc1ccc(NC(=O)CN2C(=O)S/C(=C\c3cc(C)n(C)c3C)C2=O)cc1	-3	1.2	5	4	0	17	-5	0.95	0.83
CCCOc1ccc(N2C(=O)CC(N3CCN(C(=O)c4ccco4)CC3)C2=O)cc1 (stereo not given)	0	-1.4	12	-2	-4	15	-2	0.88	0.85
CN(CC(=O)Nc1cccc([N+](=O)[O-])c1)S(=O)(=O)c1ccccc1	-3	0.9	1	0	-10	7	1	0.99	0.93
O=C(O)CC(NC(=O)CC(c1ccccc1)c1ccccc1)c1cccc([N+](=O)[O-])c1 (stereo not given)	0	0.5	-19	0	-7	-1	-3	1.2	1
O=C(CNC(=S)NC(=O)C1CCCCC1)c1ccccc1	-1	-1.5	-9	-6	-4	5	-2	1.1	0.95
COc1ccccc1/C=N/NC(=O)C1=NNC(c2ccccc2)(c2ccccc2)C1	-3	nt	-3	nt	-4	16	-2	1	0.84
O=C(NCc1ccccc1CN1CCCC1)c1ccc(Cl)c(N2CCCC2=O)c1	3	-0.5	3	-4	-6	-4	-2	0.97	1
CN1C(=O)N(CC(=O)Nc2nccs2)C(=O)C12CCCCC2	0	-0.8	-24	1	1	-3	2	1.2	1
Cc1ccc(CN(C)S(=O)(=O)c2c(C)noc2/C=C/N(C)C)cc1	-8	-1.6	-17	-1	-5	4	-1	1.2	0.96
CCOC(=O)C1=C(C)N=c2s/c(=C\c3ccc(OCC(=O)O)cc3)c(=O)n2C1c1ccccc1 (stereo not given)	-2	-0.7	-1	1	1	2	5	1	0.98
Cn1nc(C(F)(F)F)c(/C=N/OC(=O)c2ccccc2Cl)c1SCc1ccc(Cl)cc1	-5	8.6	-3	2	-2	9	-2	1	0.91
COc1cccc(NC(=O)CCSc2ccc(C)cc2)c1	1	1.1	9	-1	-6	3	-2	0.91	0.97
O=C(NC1CCCCC1)N1CCN(C2CCCCC2)CC1	0	0.5	2	0	-9	-1	2	0.98	1
CN(c1ccccc1C(=O)Nc1ccc2c(c1)OCO2)S(C)(=O)=O	-3	1.1	23	-1	-3	-1	3	0.77	1
Nc1nc2n(n1)C(c1ccco1)CC(c1ccc(Cl)cc1)N2 (stereo not given)	-2	0.5	-9	0	-4	-2	-4	1.1	1
O=C(NCC(=O)N1CCN(S(=O)(=O)c2c(F)cccc2F)CC1)c1ccccc1F	5	-0.1	-16	1	-7	-3	3	1.2	1
CC1CN(C(=O)c2ccccc2C(=O)c2ncc[nH]2)CC(C)O1 (stereo not given)	-2	1.6	-12	2	-5	-6	-3	1.1	1.1

Outcome played no part in choosing rows; 5% or so of the library scored in one or more.
